Assay outcomes (PubChem)
Tn7 DDE FP: inhibitors of Tn7 peptide binding to human fibrin DD(E); inhibition, % at 8.3 µM; P02675; FP displacement of FITC-Tn7 peptide from fibrin DD(E); 0% = median of compound wells per plate; 0.13% of 370,000 active;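 active = inhibition above the mean of compounds falling within the control limits plus 3 SD of them, cut at about 14% in these data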;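 note: 0% = plate median of compound wells and 100% = 10 µM Aha-Tn7 peptide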
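System: human fibrin DD(E); quantity: Fibrin-DD(E) at 2 µM final; also added: fluorescent Tn7 probe at 0.1 µM; compound dosing: single nominal test concentration of 8.3 µM per compound; schedule: 10 min preincubation, 3 h with tracer, room temperature; detection: fluorescence polarization of the labelled Tn7 tracer; repeats: one replicate per compound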
TDP2 inh: TDP2 (human) inhibition, absorbance primary screen. 0.34% of 370,000 active. O95551. inhibition, % at 12.8 µM. AID 720702. recombinant TDP2, T5PNP hydrolysis, p-nitrophenol absorbance 415 nm;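 active = inhibition above the mean of all tested compounds plus 3 SD, set per campaign, cut at about 25% in these data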;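 note: 0% = DMSO with enzyme and 100% = buffer with substrate but no TDP2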
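Assay system: Recombinant human TDP2 | Quantity: 120 nM TDP2 per well | Incubation: 2 h at 37 °C | Signal: Epi absorbance | Evaluation: Percent inhibition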
proKLK7 act: activates the human kallikrein-7 zymogen | P49862 | purified proKLK7, EDANS-DABCYL substrate fluorescence; 100% is mature enzyme control, 0% vehicle | activation, % at 7 µM | 0.9% of 370,000 active | AID 652039;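 active = activation above the mean of all tested compounds plus 3 SD, computed per campaign excluding outliers beyond control limits, cut at about 13% in these data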
Target sequence (P49862 whole entry, looked up): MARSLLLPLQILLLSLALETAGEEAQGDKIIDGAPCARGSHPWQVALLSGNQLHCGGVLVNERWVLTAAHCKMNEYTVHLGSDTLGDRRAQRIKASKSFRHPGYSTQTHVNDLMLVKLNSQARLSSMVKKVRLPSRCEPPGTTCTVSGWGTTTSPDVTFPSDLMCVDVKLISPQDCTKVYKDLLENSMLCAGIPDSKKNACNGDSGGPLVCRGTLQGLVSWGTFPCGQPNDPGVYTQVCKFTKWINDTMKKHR
TCR CD3 inh: inhibitors of human TCR-CD3 interaction. 0.37% of 360,000 active. TAMRA-labeled TCR probe fluorescence, biochemical. inhibition, % at 9.4 µM. AID 651800; in the data active = inhibition above about 19%;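 note: recombinant mutant TCR 2C K166C tagged with TAMRA read by polarization; 0% = receptor in buffer alone and 100% = receptor with positive control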
MBD2 inh: MBD2-methylated oligo binding inhibition; TR-FRET, MBD2 binding to methylated oligonucleotide; AID 686964; inhibition, % at 4.4 µM; 0.31% of 370,000 active; Q9UBB5; in the data active = inhibition above about 13%
Target sequence (Q9UBB5 whole entry, looked up): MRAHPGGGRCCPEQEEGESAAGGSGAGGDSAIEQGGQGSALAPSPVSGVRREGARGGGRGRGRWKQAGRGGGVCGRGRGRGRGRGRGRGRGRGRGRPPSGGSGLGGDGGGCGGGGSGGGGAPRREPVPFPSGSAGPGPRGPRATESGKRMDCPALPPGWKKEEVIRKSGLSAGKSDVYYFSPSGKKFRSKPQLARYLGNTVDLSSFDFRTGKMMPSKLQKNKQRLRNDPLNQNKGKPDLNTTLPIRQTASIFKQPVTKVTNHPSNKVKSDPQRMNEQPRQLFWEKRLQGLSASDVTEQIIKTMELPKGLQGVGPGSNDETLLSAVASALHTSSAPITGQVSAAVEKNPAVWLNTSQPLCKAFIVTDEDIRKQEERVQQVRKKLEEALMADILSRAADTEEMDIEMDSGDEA
UHRF1 MBD2 ctr: blocks human UHRF1 binding to methylated DNA | Q96T88 | UHRF1 binding to methylated oligo, TR-FRET | inhibition, % at 4.4 µM | 0.75% of 370,000 active; in the data active = inhibition above about 21%;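 note: UHRF1 SRA domain binding a hemimethylated CpG hairpin DNA probe; 0% = median of test compound wells and 100% = reference inhibitor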
DDE Tn6 FP inh: DD(E)-Tn6 binding inhibition, primary FP screen. P02675. Fibrin DD(E) TRITC-Tn6 fluorescence polarization displacement. inhibition, % at 8.3 µM. 0.21% of 370,000 active;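 active = inhibition above a per-campaign cutoff: mean of compounds within control limits plus 3 SD, cut at about 15% in these data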;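 note: 0% = median of all compound wells on the plate and 100% = blocking peptide control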
PRMT1 FP inh: blocks human protein arginine methyltransferase 1; Q99873; recombinant PRMT1, activity-based probe fluorescence polarization; inhibition, % at 2.79 µM; 1.3% of 370,000 active;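 active = inhibition above about 21% made by adding two undisclosed values, limit read from the data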
SIAE inh: human SIAE inhibition, primary screen | SIAE FP-Rh probe binding, fluorescence polarization | AID 1053197 | inhibition, % at 9.66 µM | 0.69% of 370,000 active | Q9HAT2;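 active = inhibition above a cutoff: mean of compounds within the control limits plus 3 SD of those, cut at about 17% in these data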;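 note: 0% = plate median of compound wells and 100% = probe without SIAE protein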
LEDGF integ inh: blocks HIV-1 LEDGF/p75-dependent DNA integration; TR-FRET IN-LEDGF/p75 DNA integration, Eu/Cy5; inhibition, % at 3.7 µM; 0.64% of 370,000 active;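 active = inhibition above the screen-wide mean plus 3 SD, cut at about 13% in these data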;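 note: signal is the Cy5 over europium emission ratio at 671 and 618 nm; 0% = plate median of compound wells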
An asterisk follows results filed as active; & = joins results of further samples. Random draw from the library, and some 4.6% of all compounds hit somewhere here.

entry	Structure	Tn7 DDE FP	TDP2 inh	proKLK7 act	TCR CD3 inh	MBD2 inh
1	Cc1ccc(-c2[nH]ncc2CN2CCN(C(=O)c3cccs3)CC2)cc1C	-0.1	-6.7	0.3	7.2	-5.7
2	O=C(Nc1cccc(F)c1)c1cccnc1N1CCOCC1	1.4	-2.1	0.0	-6.2	8.6
3	CCOCc1nnc(NC(=O)COc2ccc3c(c2)OCO3)s1	-1.3	-8.8	0.8	2.6	-2.3
4	CCCc1cc(NCc2ccccn2)n2nc(C)c(-c3ccccc3)c2n1	-0.6	10.2	-2.5	-0.5	-1.4
5	COc1ccc(CCNC(=O)COC(=O)c2ncc(Cl)c(Cl)c2Cl)cc1OC	3.8	10.3	0.2	-4.6	0.6
6	CCc1ccccc1OCC(=O)Nc1nnc(C2CC2)s1	-5.0	2.9	-0.1	-2.1	-0.1
7	COc1cccc(NC(=O)c2cnc[nH]2)c1	-7.7	1.1	0.4	-5.4	-1.3
8	Cc1csc(=O)n1CC(=O)OC(C)C(=O)Nc1ccc(N(C)C)cc1 (centres undefined)	5.2	-3.4	0.0	5.4	-2.7
9	Cc1ccccc1C(=O)c1c[nH]c(C(=O)N2CCN(c3ccccc3F)CC2)c1	0.6	-4.5	-0.3	5.8	1.8
10	Cc1cc(N2CCN(c3ccccc3)CC2)nc(-c2ccccc2O)n1	7.1	-2.6	-0.2	0.3	-2.9

entry	UHRF1 MBD2 ctr	DDE Tn6 FP inh	PRMT1 FP inh	SIAE inh	LEDGF integ inh
1	-2.6	-2.2	-1.3	-1.4	3.3
2	7.2	-0.5	3.4	-5.4	3.2
3	2.9	4.3	-1.5	11.1	4.5
4	-1.2	3.4	-1.8	3.9	5.5
5	-0.3	-1.6	-1.6	2.1	2.3
6	-4.2	11.7	-3.9	2.3	0.2
7	4.5	1.2	-3.9	8.1	3.4
8	1.2	4.5	2.1	1.0	-2.8
9	-0.3	6.9	0.0	-12.1	-1.9
10	0.3	3.4	0.1	2.9	0.0

The listing continues:
entry	Structure	Tn7 DDE FP	TDP2 inh	proKLK7 act	TCR CD3 inh	MBD2 inh
11	CC1(C)CC2CC(C)(CN2C(=O)COC(=O)c2ccc(Cl)c(N)c2)C1 (centres undefined)	2.2	11.9	-0.2	2.8	-2.9
12	CCOc1ccc(NC(=S)N(CCOC)C2CCN(C(C)C)CC2)cc1	-4.6	6.7	-0.4	5.4	1.7
13	Cc1cc(C=O)c(C)n1-c1ccc(Cl)c(C(=O)O)c1	-8.7	-10.8	-0.7	2.4	3.0
14	Cc1[nH]nc(N=CC2=C(O)CC(C)(C)CC2=O)c1-c1ccc(Cl)cc1	-8.7&-1.7	4.1&3.5	0.3&-0.4	2.6&2.9	9.2&0.4
15	Cc1nn(-c2ccccc2)c2[nH]c(=O)c(CNc3ccc4c(c3)OCCO4)cc12	-1.0	0.2	1.1	-1.1	-2.2
16	COc1ccc(-n2nc3c(=O)[nH][nH]c3cc2=O)cc1	0.6	5.7	-0.8	-6.2	-5.5
17	COCCCNc1oc(-c2ccccc2F)nc1C#N	-8.6	1.5	6.7	-6.5	-0.9
18	CSc1nsc(/C=C/Nc2ccc(C(=O)O)cc2)c1C#N	5.6	8.0	0.1	2.1	-5.4
19	CCN(CC(=O)Nc1c(F)cccc1F)C(=O)Cc1cccs1	-1.8	-10.9	0.0	0.9	-5.5
20	Cn1c(NC(=O)CCC2CCCCC2)cc(=O)n(C)c1=O	-1.7	1.8	-0.7	-4.7	0.2

entry	UHRF1 MBD2 ctr	DDE Tn6 FP inh	PRMT1 FP inh	SIAE inh	LEDGF integ inh
11	-5.0	4.7	-2.4	1.2	5.6
12	-2.5	1.2	-0.9	-1.9	-0.7
13	46.7*	1.4	9.5	4.1	20.6*
14	1.2&0.0	0.5&-5.2	3.6&-1.8	-5.1&-2.7	1.3&-2.9
15	-3.6	-2.4	-0.7	-61.3	3.8
16	-1.3	-8.0	16.9	-0.2	4.1
17	5.1	2.5	1.3	0.1	-0.4
18	-8.4	-3.0	-2.4	-18.9	-4.3
19	-2.1	1.4	-4.5	-12.8	5.0
20	1.4	-5.0	0.9	-0.8	-3.3

Part of the list above in a different format:
Every second line gives: Tn7 DDE FP	TDP2 inh	proKLK7 act	TCR CD3 inh	MBD2 inh	UHRF1 MBD2 ctr	DDE Tn6 FP inh	PRMT1 FP inh	SIAE inh	LEDGF integ inh
13: Cc1cc(C=O)c(C)n1-c1ccc(Cl)c(C(=O)O)c1
  -8.7	-10.8	-0.7	2.4	3.0	46.7*	1.4	9.5	4.1	20.6*
16: COc1ccc(-n2nc3c(=O)[nH][nH]c3cc2=O)cc1
  0.6	5.7	-0.8	-6.2	-5.5	-1.3	-8.0	16.9	-0.2	4.1
18: CSc1nsc(/C=C/Nc2ccc(C(=O)O)cc2)c1C#N
  5.6	8.0	0.1	2.1	-5.4	-8.4	-3.0	-2.4	-18.9	-4.3
12: CCOc1ccc(NC(=S)N(CCOC)C2CCN(C(C)C)CC2)cc1
  -4.6	6.7	-0.4	5.4	1.7	-2.5	1.2	-0.9	-1.9	-0.7
11: CC1(C)CC2CC(C)(CN2C(=O)COC(=O)c2ccc(Cl)c(N)c2)C1 (centres undefined)
  2.2	11.9	-0.2	2.8	-2.9	-5.0	4.7	-2.4	1.2	5.6
15: Cc1nn(-c2ccccc2)c2[nH]c(=O)c(CNc3ccc4c(c3)OCCO4)cc12
  -1.0	0.2	1.1	-1.1	-2.2	-3.6	-2.4	-0.7	-61.3	3.8
17: COCCCNc1oc(-c2ccccc2F)nc1C#N
  -8.6	1.5	6.7	-6.5	-0.9	5.1	2.5	1.3	0.1	-0.4

(more compounds)
entry	Structure	Tn7 DDE FP	TDP2 inh	proKLK7 act	TCR CD3 inh	MBD2 inh
21	CN(c1ccccc1)S(=O)(=O)c1cccc(C(=O)NCC(=O)Nc2ccc(F)c(F)c2F)c1	8.7	-7.7	0.7	3.7	3.4
22	CSCC(=O)N1CCC(n2nccc2NC(=O)c2ccc3c(c2)OCO3)CC1	-4.7	-6.1	-0.3	-0.9	-1.7
23	CSc1ccc(/C=N/NC(=O)CN2CCN(Cc3ccc(Cl)cc3)CC2)cc1	11.1	-0.1	-0.6	1.1	2.6
24	CCOC(=O)Nc1ccc(S(=O)(=O)N2CCC(C)CC2)cc1	-0.8	2.3	0.0	3.4	4.1
25	CC1CCN(C(=O)c2ccccc2NS(=O)(=O)c2ccccc2)CC1	4.3	-6.3	0.4	0.2	4.0

entry	UHRF1 MBD2 ctr	DDE Tn6 FP inh	PRMT1 FP inh	SIAE inh	LEDGF integ inh
21	-0.9	6.7	-1.8	-2.4	-1.9
22	2.0	3.1	-0.3	2.0	1.5
23	-0.2	7.5	-2.0	1.5	0.5
24	-1.7	7.0	-2.3	2.1	-8.1
25	0.7	-0.8	-1.4	-11.1	-1.7
